Screening results from PubChem BioAssay.
Pin1 inh – inhibitors of human Pin1; Q13526; Pin1 FP peptide displacement, HiFluor488, 10 min; Potency, µM (doses to about 115 µM), without a hit: top-dose activity, negative = inhibition, hits mostly inhibitors; actives 0.009% (n = 390,000); active = well fitted inhibition curve with a large enough effect in the polarisation, with a control signal flat, not every such curve was filed as active; inconclusive = small, poorly fitted or top-dose-only effect, or effect the other way, or a change in a side signal; inactive = no such curve, though single readings can be large or run the other way; the % refers to the polarisation; also: potency is read from the fitted curve at half-maximal effect; % is scaled to controls: 0 for no effect and ±100 for the full control effect
Target sequence (Q13526 whole entry, looked up): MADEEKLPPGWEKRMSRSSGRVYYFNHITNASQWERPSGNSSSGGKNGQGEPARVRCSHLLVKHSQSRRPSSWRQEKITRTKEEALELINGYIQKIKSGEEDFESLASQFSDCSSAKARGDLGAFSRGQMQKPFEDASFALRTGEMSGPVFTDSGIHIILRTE
GLS inh – inhibitors of human glutaminase (GLS). O94925. GLS enzymatic activity, qHTS titration. Potency, µM (titrated, usually from 45.5 µM), without a hit: at the highest dose activity change, negative = inhibition, usual class: inhibitors. actives 0.21% (n = 410,000); also: potency is read from the fitted curve at half-maximal effect; % is scaled to controls: 0 for no effect and ±100 for the full control effect
Target sequence (O94925 whole entry, looked up): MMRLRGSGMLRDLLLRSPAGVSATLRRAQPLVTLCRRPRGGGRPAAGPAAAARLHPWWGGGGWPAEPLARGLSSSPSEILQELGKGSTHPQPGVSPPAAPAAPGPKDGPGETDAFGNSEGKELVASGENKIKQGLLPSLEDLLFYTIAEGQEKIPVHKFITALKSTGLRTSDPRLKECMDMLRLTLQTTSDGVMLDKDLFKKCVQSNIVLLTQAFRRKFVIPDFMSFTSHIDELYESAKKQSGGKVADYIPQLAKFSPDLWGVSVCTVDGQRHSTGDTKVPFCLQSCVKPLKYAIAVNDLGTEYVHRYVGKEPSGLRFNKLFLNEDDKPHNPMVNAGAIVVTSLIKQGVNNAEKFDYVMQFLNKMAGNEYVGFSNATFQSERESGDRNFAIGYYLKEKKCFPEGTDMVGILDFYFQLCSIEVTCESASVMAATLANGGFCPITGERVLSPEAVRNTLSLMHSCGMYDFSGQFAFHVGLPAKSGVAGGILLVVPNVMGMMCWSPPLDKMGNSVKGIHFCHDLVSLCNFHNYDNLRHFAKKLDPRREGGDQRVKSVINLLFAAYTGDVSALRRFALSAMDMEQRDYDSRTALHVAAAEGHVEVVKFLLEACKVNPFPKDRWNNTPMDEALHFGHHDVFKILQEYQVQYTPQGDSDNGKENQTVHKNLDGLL
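Compounds were pin-transferred onto hKGA, after which L-glutamine (1 mM solution) and a detection mix of glutamate oxidase, HRP and Amplex Red were added. Initial and 30 min RT fluorescence reads were collected.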
PGK inhibitor – inhibitors of T. brucei phosphoglycerate kinase; P07378; PGK/GAPDH coupled, Kinase-Glo luminescence, 60 min; Potency, µM (doses to about 57.5 µM), for the others: at the top dose activity change, negative = inhibition, actives largely listed as inhibitors; actives 0.043% (n = 380,000); also: potency is read from the fitted curve at half-maximal effect; % is scaled to controls: 0 for no effect and ±100 for the full control effect; nearly all actives have a fitted effect of over 60% in size
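Recombinant glycosomal PGK reaction used 1,3-bisphosphoglycerate generated in-well by GAPDH (100nM final) in 100mM TEA pH 7.6, 5mM MgCl2, 0.01% Tween-20. After 60 minutes at room temperature, ATP was read by Kinase-Glo Plus luminescence end-point.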
BAZ2B inh – BAZ2B (human) inhibition; AlphaScreen BAZ2B-H3K14Ac peptide displacement; actives 4.4% (n = 360,000); Potency, µM (highest dose often 114 µM), for inactives: at the top dose activity change, negative = inhibition, hits mostly inhibitors; Q9UIF8; AID 504333; also: potency is read from the fitted curve at half-maximal effect; % is scaled to controls: 0 for no effect and ±100 for the full control effect; nearly all actives have a fitted effect of over 60% in size
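Complex of BAZ2B and biotin-H3K14Ac (50 nM apiece) forms over 30 min at RT, then faces library compounds up to 110 uM for another 30 min; AlphaScreen beads added, 20 min dark incubation, luminescence read.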
ERG-DNA inh – inhibitors of human ERG Ets domain-DNA interaction. P11308. fluorescence polarization, His-ERG Ets domain / labelled DNA. Potency, µM (top dose mostly 76.9 µM), for the others: at the top dose FP activity, negative = inhibition, usual class: inhibitors. actives 0.028% (n = 370,000); active = well fitted inhibition curve with a large enough effect in the polarisation, with a control signal flat; inconclusive = small, poorly fitted or top-dose-only effect, or effect the other way, or a change in a side signal; inactive = no such curve, though single readings can be large or run the other way; the % refers to the polarisation;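 also: polarization taken with two DNA probes labelled with fluorescein and Texas red; potency is read from the fitted curve at half-maximal effect; % of control where 0% means no effect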
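His-tagged ERG Ets domain (1 uM in the protein solution; 300mM KCl, 50mM Tris-HCl, 1mM EDTA, 1mM DTT, pH 7.5) received compound, then a probe mix of 5 nM fluorescein-DNA and 100nM Texas-615-DNA. Fluorescence polarization was read for both dyes.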
HP1b binding inh – inhibitors of HP1-beta chromodomain binding to methylated histone tails | AlphaScreen HP1-beta / biotin-H3K9me3 peptide binding | P83916 | Potency, µM (highest dose often 114 µM), for inactives: at the highest dose activity change, negative = inhibition, actives largely listed as inhibitors | actives 0.56% (n = 390,000) | AID 540317; also: potency is read from the fitted curve at half-maximal effect; nearly all actives have a fitted effect of over 70% in size; inactives centre near 23
Target sequence (P83916 whole entry, looked up): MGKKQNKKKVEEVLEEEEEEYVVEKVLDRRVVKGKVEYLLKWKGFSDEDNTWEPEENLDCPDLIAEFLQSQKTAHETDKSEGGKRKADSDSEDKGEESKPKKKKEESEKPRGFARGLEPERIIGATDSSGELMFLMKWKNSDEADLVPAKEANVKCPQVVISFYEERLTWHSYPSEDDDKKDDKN
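HP1-beta protein (50 nM final) preincubated 30 min at room temperature with biotinylated H3(1-18)K9me3 peptide (50 nM) in PBS pH 7.4, 0.01% Tween-20, then compound added for 30 min. AlphaScreen streptavidin donor/nickel chelate acceptor beads (10 ug/mL final), 30 min dark, luminescence read.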
PI4K2A block – inhibitors of human PI4K2A. purified PI4K2A, ADP-Glo luminescence, 1 h; hits give low values. activity change, negative = inhibition, % at 76.9 µM. actives 0.13% (n = 420,000). AID 1346378; in the data active = activity change below about -50%; inconclusive = mostly about -30% to -49%;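 also: -100% = wells without enzyme as full effect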
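Compounds are screened against recombinant PI4K2A using PI as substrate and ATP, the latter dispensed at 300 microM. Reactions run one hour at ambient temperature before ADP-Glo detection; full inhibition defined by wells lacking enzyme.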
G9a block – inhibitors of human histone lysine methyltransferase G9a; G9a H3K9 monomethylation, AlphaScreen, 2 h; Potency, µM (doses to about 102 µM), for the others: at the top dose activity, negative = inhibition, hits mostly inhibitors; actives 8.8% (n = 350,000); also: potency is read from the fitted curve at half-maximal effect; % is scaled to controls: 0 for no effect and ±100 for the full control effect; nearly all actives have a fitted effect of over 75% in size
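Chemiluminescent proximity detection of H3K9 monomethylation, read after 10 min bead incubation in the dark. Reaction: 20 nM G9a, 500 nM biotin-H3K9 peptide, 20 uM SAM cofactor, 2 h, room temperature, following 15 min enzyme-compound preincubation.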
JMJD2A Tudor – JMJD2A Tudor domain (human) inhibition; O75164; AlphaScreen JMJD2A-Tudor / H3K4me3 peptide binding; Potency, µM (titrated, usually from 114 µM), inactives show top-dose activity change, negative = inhibition, most hits filed as inhibitors; actives 4.4% (n = 390,000); AID 504339; also: potency is read from the fitted curve at half-maximal effect; % is scaled to controls: 0 for no effect and ±100 for the full control effect; nearly all actives have a fitted effect of over 50% in size
Numbers without * were called inactive; i = inactive; ? = inconclusive; / = no result given; [ ] = remark or other dose. Unless noted, calls follow the shape of the dose curve; as a rule, active = well fitted curve in the direction sought with a large enough effect; inconclusive = small, poorly fitted or top-dose-only effect, or another doubt; inactive = no such curve, though single readings can be large; an effect the other way counts as inactive or inconclusive.

SMILES	Pin1 inh	GLS inh	PGK inhibitor	BAZ2B inh	ERG-DNA inh	HP1b binding inh	PI4K2A block	G9a block	JMJD2A Tudor
O=C1CN(C(=O)Cc2ccccc2)C(c2ccc(F)cc2)c2cc(Br)ccc2N1 (stereo not drawn)	43%[activator]	-11%	-6%	-18%	3%	3%	0	-7%[59 µM]	-26%
COc1ccc(S(=O)(=O)NC2CC3CCC2C3)cc1 (stereo not drawn)	0%	9%	-6%	7%	-12%	18%	-6	-10%[0.501 µM]	-16%
COc1ccc(Cn2c(C)ccc2C)cc1	?	3%	i	?	0%	8%	-3	?	-31%
Cn1c(N=Nc2ccc(N3CCOCC3)cc2)[n+](C)c2ccccc21	-3%	-30%	?	13µM*	15%	?	-12	18µM*	?
NC(=O)N/N=C/c1cn(-c2ccccc2)nc1-c1cccnc1	-2%	4%	-3%	-19%	8%	54%[activator]	-3	?	-18%
COc1ccc(CCNC(=O)CSC2=NS(=O)(=O)c3ccccc3N2)cc1OC	-4%	11%	-8%	5%	-2%	12%	-1	-40%	-6%
O=C1Cc2ccccc2C(=O)N1OCc1ccc(Cl)cc1	1%	0%	i	-3%	8%	-7%	-26	1%	?
CC(=O)CSc1nnc(-c2ccc(S(=O)(=O)N3CCCC3)cc2)n1C	1%	-1%	i	4%	-9%	31%[activator]	2	?	-12%
COc1cccc(C(=O)NC2CCN(CC(=O)Nc3ccccc3Cl)CC2)c1	-3%	0%	-8%	6%	5%	2%	-2	-3%[2.33 µM]	-10%
COc1ccc(CC(=O)NC(C)CCc2ccccc2)cc1OC (stereo not drawn)	0%	-4%	-2%	1%	-10%	-7%	-2	5%	-16%
N#CC1=C(N)Oc2n[nH]c(-c3cccs3)c2C1C1CCCCC1 (stereo not drawn)	4%	13%	4%	6%	0%	5%	5	?	-22%
COc1cccc(C(=O)Nc2ccc(-n3nncc3-c3ccc(Br)cc3)cc2)c1OC	-3%	-8%	-1%	-17%	-1%	22%	-2	-26%[59 µM]	-22%
Cc1cc(C(=O)NC2CCCc3c2cnn3-c2ccc(C(C)(C)C)cc2)nn1C (stereo not drawn)	1%	3%	-3%	-27%	1%	16%	-2	-2%	-26%
CC(=O)NC(CC(=O)N1CCCC1)c1ccccc1 (stereo not drawn)	-3%	1%	7%	/	1%	38%	1	/	0%
CSc1cccc(N2CC(C(=O)N3CCN(S(=O)(=O)c4ccccc4Cl)CC3)CC2=O)c1 (stereo not drawn)	15%	6%	-8%	/	-11%	28%	-4	/	-16%
Cc1cccc(/C=N/n2c(C)cc(C)c(C#N)c2=O)c1	4%	0%	i	-5%	3%	53%	4	-5%[59 µM]	-14%
O=C(CSc1ccccc1Cl)N1CCOCC1	4%	7%	/	-13%	6%	43%[activator]	-4	11%	-8%
O=c1[nH]c2cc3c(cc2cc1CN(Cc1cccnc1)C(=S)NCc1ccco1)OCO3	-2%	-3%	i	?	10%	-3%	5	10µM*	-16%
COCCCNC(=O)C1CCN(c2ncccn2)CC1	-5%	0%	5%	-2%	2%	24%	2	15%	-2%
C/C(=N\Nc1nc(C)cc(-c2ccccc2)n1)c1ccc(O)cc1	5%	27%	-7%	-5%	-10%	27%	1	17%	-18%
Cc1cc([N+](=O)[O-])ccc1NC(=O)/C=C/c1cccs1	-1%	1%	-4%	-4%	/	19%	0	18%[59 µM]	-20%
CCCCC(C)Sc1nc2c([nH]1)c(=S)n(C)c(=O)n2C (stereo not drawn)	-2%	20%	-6%	/	13%	-8%	3	/	-35%
CCC(=O)OCC(=O)Nc1cc([N+](=O)[O-])ccc1OC	-5%	6%	-2%	-2%	2%	-9%	3	12%	?
COC(=O)c1ccc(NC(=O)Cn2nc(C)c3ccccc3c2=O)cc1	-2%	-7%	i	-6%	-1%	50%[activator]	7	27%[59 µM]	4%
COc1ccc(OC)c(CNC(=O)CCSCc2ccc(F)cc2Cl)c1	-9%	0%	/	-15%	2%	32%	0	21%	-10%
CCCCOC(=O)c1cccc(NC(=O)CC)c1	2%	11%	-10%	6%	-1%	52%[activator]	3	-2%[59 µM]	-5%
COc1ccc(CCNS(=O)(=O)c2ccc3c(c2)NC(=O)C(C)S3)cc1OC (stereo not drawn)	3%	2%	-9%	-22%	8%	12%	-1	2%	-8%
Cc1ccccc1NC(=O)CN1C(=O)NC2(CCCCC2)C1=O	3%	9%	2%	9%	0%	40%[activator]	3	10%	-6%
O=C1c2ccsc2SCCN1Cc1ccc(Cl)cc1Cl	12%	-5%	i	17%	4%	98%[activator]	-3	13%[59 µM]	39%[activator]
CN(c1ccccc1)S(=O)(=O)c1cccc(C(=O)N2CCN(c3ccccn3)CC2)c1	-5%	-8%	-1%	6%	3%	19%	-8	7%	-22%
CN(Cc1ccccc1)C(=O)CCNC(=O)Cn1cnc2ccccc2c1=O	7%	2%	9%	15%	-4%	66%[activator]	2	1%[2.33 µM]	-8%
CC(O)(CS(=O)(=O)Cc1ccccc1)c1ccccc1Cl (stereo not drawn)	-1%	-1%	2%	-2%	-12%	13%	-3	3%	12%
O=C(CCC1CCCC1)NNC(=O)c1ccccc1O	4%	9%	-4%	-12%	12%	46%[activator]	1	-3%	-14%
Cc1cccc(N2CCN(S(=O)(=O)c3ccc4c(c3)NC(=O)CS4)CC2)c1C	4%	2%	-11%	-20%	15%	-20%	-1	?	?
O=C(/C=C/c1ccc([N+](=O)[O-])cc1)OCc1cnc(-c2ccccc2)o1	-8%	-6%	0%	?	3%	2%	0	?	-16%
Cc1cc(C)c2c(n1)SCC(=O)N2CC(=O)NCCC1=CCCCC1	-2%	-1%	7%	-2%	5%	44%[activator]	0	-16%[59 µM]	-3%

7 entries picked at random from the list so far:
SMILES	Pin1 inh	GLS inh	PGK inhibitor	BAZ2B inh	ERG-DNA inh	HP1b binding inh	PI4K2A block	G9a block	JMJD2A Tudor
CN(c1ccccc1)S(=O)(=O)c1cccc(C(=O)N2CCN(c3ccccn3)CC2)c1	-5%	-8%	-1%	6%	3%	19%	-8	7%	-22%
O=C(CCC1CCCC1)NNC(=O)c1ccccc1O	4%	9%	-4%	-12%	12%	46%[activator]	1	-3%	-14%
Cc1cc(C)c2c(n1)SCC(=O)N2CC(=O)NCCC1=CCCCC1	-2%	-1%	7%	-2%	5%	44%[activator]	0	-16%[59 µM]	-3%
O=C(/C=C/c1ccc([N+](=O)[O-])cc1)OCc1cnc(-c2ccccc2)o1	-8%	-6%	0%	?	3%	2%	0	?	-16%
CN(Cc1ccccc1)C(=O)CCNC(=O)Cn1cnc2ccccc2c1=O	7%	2%	9%	15%	-4%	66%[activator]	2	1%[2.33 µM]	-8%
O=C1c2ccsc2SCCN1Cc1ccc(Cl)cc1Cl	12%	-5%	i	17%	4%	98%[activator]	-3	13%[59 µM]	39%[activator]
CC(O)(CS(=O)(=O)Cc1ccccc1)c1ccccc1Cl (stereo not drawn)	-1%	-1%	2%	-2%	-12%	13%	-3	3%	12%

Next entries follow:
SMILES	Pin1 inh	GLS inh	PGK inhibitor	BAZ2B inh	ERG-DNA inh	HP1b binding inh	PI4K2A block	G9a block	JMJD2A Tudor
COc1ccc(NC(=S)NC(=O)C2CCC2)cc1	-6%	15%	-1%	-2%	-1%	65%[activator]	-1	/	-33%
COc1ccc(S(=O)(=O)n2nc(C)c(S(=O)(=O)N3CCC(C)CC3)c2C)cc1OC	0%	20%	6%	?	4%	13%[57 µM]	10	-32%[59 µM]	?
Cc1cccc(NC(=O)CSc2nnc(CCCCCNC(=O)OC(C)(C)C)o2)c1C	-5%	0%	2%	-10%	-1%	35%[activator]	-1	8%[2.33 µM]	-5%
O=C(Oc1ccc2[nH]cc(CCN3C(=O)c4ccccc4C3=O)c2c1)c1ccco1	8%	-3%	i	-3%	/	-7%	1	-1%[59 µM]	?
O=C(CSc1ccc(-c2ccco2)nn1)N1CCCC1	-1%	13%	-10%	-3%	13%	43%[activator]	-9	?	-25%
COC(=O)c1ccccc1NC=C1C(=O)OC2(CCCCC2)OC1=O	-16%	-2%	-8%	6%	12%	1%	-6	17%[59 µM]	-5%[11.4 µM]
COc1ccc2nc(C)cc(SCC(=O)N/N=C/c3ccc(O)cc3O)c2c1	16%	19%	-1%	0%	-1%	24%	-5	18%[59 µM]	-1%
CC(=O)N1c2ccc(S(=O)(=O)N3CCCC(C(=O)NCc4ccccc4Cl)C3)cc2CC1C (stereo not drawn)	8%	0%	1%	?	-1%	21%	8	11%	-26%
Fc1ccc(Cc2cn3cc(-c4ccc(Cl)cc4)nc3s2)cc1	2%	5%	0%	-1%	-17%	43%[activator]	-1	15%[59 µM]	9%
O=C(Nc1nc(-c2nc3ccccc3s2)cs1)c1ccc(S(=O)(=O)N2CCOCC2)cc1	29%	-8%	-8%	4%	-3%	33%	4	-2%	-19%
CCn1c(COc2cccc(OC)c2)nnc1SCC(=O)N1CCOCC1	-5%	1%	-1%	-1%	10%	33%	4	8%	8%
